From PubChem
Runt-SMMHC FRET: blocks binding of human RUNX1 Runt domain to CBFb-SMMHC; Cerulean-Runt/Venus-CBFb-SMMHC FRET ratio 530/480, 1 h; hit rate 0.74% among 220,000; AID 1434; Q01196+Q13951; inhibition, % at 20 µM;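 active = mean inhibition across duplicate retests at 20 µM reaching about 50%, limit read from the data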;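 also: 0% = DMSO wells and 100% = wells with excess untagged CBFb-SMMHC; inhibitors lower the FRET ratio by blocking Runt binding to CBFb-SMMHC; some results filed as inactive read as strong as hits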
p47phox inh: blocks human p47phox regulatory protein of NADPH oxidases. inhibition, % at 24.7 µM. P14598. hit rate 0.53% among 220,000. p47phox/p22phox peptide binding, fluorescence polarization, 2 h;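 active = inhibition above about 30%, limit read from the data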;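 also: 0% = p47phox with labelled peptide and 100% = labelled peptide alone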
Target sequence (P14598 whole entry, looked up): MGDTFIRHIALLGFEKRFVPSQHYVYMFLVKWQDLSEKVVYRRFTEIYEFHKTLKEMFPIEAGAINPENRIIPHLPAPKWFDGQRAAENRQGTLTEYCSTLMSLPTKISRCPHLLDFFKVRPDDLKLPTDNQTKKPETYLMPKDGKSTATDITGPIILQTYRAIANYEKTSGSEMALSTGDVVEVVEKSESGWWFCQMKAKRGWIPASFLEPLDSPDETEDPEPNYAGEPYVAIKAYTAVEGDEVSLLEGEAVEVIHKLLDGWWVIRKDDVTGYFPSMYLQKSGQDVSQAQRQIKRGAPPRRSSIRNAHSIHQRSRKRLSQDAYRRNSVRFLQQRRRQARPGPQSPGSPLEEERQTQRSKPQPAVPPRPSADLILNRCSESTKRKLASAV
RBBP9 inhibitor: human RBBP9 hydrolase inhibition; inhibition, % at 7.94 µM; hit rate 0.2% among 220,000; recombinant RBBP9, FP-Rh probe fluorescence polarization; O75884;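 active = inhibition above the campaign mean of all tested compounds plus 3 SD, cut at about 14% in these data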;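 also: plate controls were DMSO wells with RBBP9 for no effect and wells lacking RBBP9 protein for full effect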
Target sequence (O75884 whole entry, looked up): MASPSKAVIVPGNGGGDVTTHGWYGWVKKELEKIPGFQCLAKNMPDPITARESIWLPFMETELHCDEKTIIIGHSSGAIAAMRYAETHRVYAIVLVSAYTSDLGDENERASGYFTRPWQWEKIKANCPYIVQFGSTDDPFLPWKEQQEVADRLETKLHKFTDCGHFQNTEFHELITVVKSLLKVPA
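System: RBBP9 protein / Quantity: 2.5 µM RBBP9 dispensing solution, before mixing / Also added: Serine-hydrolase probe FP-Rh, 375 nM pre-mixing / Dosing: 7.94 µM single dose, 0.794% DMSO / Timing: enzyme-compound preincubation 30 min, then probe labeling 45 min, 25 °C / Signal: FP readout at 525/598 nm / Controls: DMSO-treated enzyme wells and wells lacking RBBP9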
Runt-CBFb FRET: blocks binding of human RUNX1 Runt domain to CBFb; Cerulean-Runt/Venus-CBFb FRET ratio 530/480, 1 h; AID 1496; inhibition, % at 20 µM; Q01196+Q13951; hit rate 0.46% among 220,000;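 active = inhibition over about 50% at 20 µM in the single-dose screen, limit read from the data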;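 also: 0% = DMSO wells and 100% = excess unlabeled CBFb competitor control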
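Assay system: Cerulean-Runt domain fusion protein, energy donor; Signal: fluorescence energy transfer, 422 nm excitation, 530/480 nm emission; Timing: 1 h compound exposure, room temperature; Control set: unlabeled CBFb; Medium: Tris buffer pH 7.5 with salts and BSA; Compound: single test concentration of 20 µM, 1% DMSO final; Probe or stimulus: Venus-CBFb 100 nM.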
m-calpain inh: blocks pig calpain II enzyme activity; inhibition, % at 16 µM; purified calpain II, fluorogenic peptide substrate, 30 min; hit rate 0.37% among 220,000;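 active = inhibition above about 50%, limit read from the data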
p97 inhibitor: human p97 ATPase inhibition | P55072 | recombinant p97 ATPase, Kinase-Glo ATP luminescence, 3 h | inhibition, % at 8 µM | hit rate 0.42% among 220,000; in the data active = inhibition above about 15%;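 also: 0% = DMSO vehicle and 100% = wells lacking enzyme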
Tb hexokinase: T. brucei hexokinase 1 inhibition; recombinant TbHK1, G6PDH-coupled NADH A340; hit rate 0.11% among 220,000; inhibition, % at 10 µM;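 active = inhibition of 50% or more in the single-dose primary screen; inactive = inhibition below 50%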
EBV gp42 inh: blocks Epstein-Barr virus glycoprotein 42 binding; Q1HVG2; Fluorescence polarization binding assay, mP read-out; inhibition, % (tested at 21.74 µM); hit rate 0.42% among 220,000; in the data active = inhibition above about 50%
Target sequence (Q1HVG2 whole entry, looked up): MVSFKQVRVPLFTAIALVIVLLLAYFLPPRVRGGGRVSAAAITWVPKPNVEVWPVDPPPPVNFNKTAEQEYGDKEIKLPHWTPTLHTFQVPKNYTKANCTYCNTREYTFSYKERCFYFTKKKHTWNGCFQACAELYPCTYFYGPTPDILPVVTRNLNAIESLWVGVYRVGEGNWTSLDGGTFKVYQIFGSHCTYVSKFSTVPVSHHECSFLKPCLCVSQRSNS
Furin inh: human furin inhibition. purified furin, fluorogenic substrate cleavage. inhibition, % at 30 µM. hit rate 0.061% among 220,000; in the data active = inhibition above about 25%; also: inactives centre near -15
Active calls of the source: *; . = no result given; [ ] = remark or other dose.

SMILES	Runt-SMMHC FRET	p47phox inh	RBBP9 inhibitor	Runt-CBFb FRET	m-calpain inh	p97 inhibitor	Tb hexokinase	EBV gp42 inh	Furin inh
CN(C(=O)COC(=O)c1ccc2c(=O)n3c(nc2c1)CCC3)C1CCS(=O)(=O)C1 (stereo not drawn)	17	-8	-2	5	-33	2	1	-7	-33
COc1ccc2cc3c(N)nn(C(=O)c4ccc(Cl)c([N+](=O)[O-])c4)c3nc2c1	4	22	-2	-7	-6	7	-17	38	-16
Cc1nc(-c2noc(-c3ccc(Cl)cc3)n2)c(C(F)(F)F)o1	-3	-2	-8	-6	-4	-6	11	-4	-22
O=[N+]([O-])c1ccc(Sc2cccc[n+]2[O-])c2nonc12	28	13	19*	5	22	14	-20	-10	3
CCc1ccc(OCC(=O)NC(C)(C)C)cc1	2	-5	-3	-2	14	-5	30	7	-4
CC(=O)Nc1ccc(/C=C(\C#N)C(=O)NCc2ccccc2)cc1	2	-8	-2	-1	30	0	-15	-3	13
O=C(COC(=O)c1cccc(S(=O)(=O)N2CCc3ccccc32)c1)Nc1ccc(Cl)cn1	-4	-43	0	1	-5	4	-4	-23	-15
S=c1[nH]nc(NCCc2ccccc2)s1	29	35*	-9	35	-3	2	-2	-19	-19
c1cncc(-c2nn3cnnc3s2)c1	4	-8	5	1	-31	3	2	-16	-23
CC(=O)c1ccc(NC(=O)CCn2c(=O)oc3ccccc32)cc1	-2	-1	-2	-2	0	4	1	-6	-31
N#C/C(=C/c1cn[nH]c1-c1cccc(Br)c1)C(=O)O	1	21	-2	-1	3	1	-35	-9	-21
Cc1nnc(SCC(=O)NC2CC2)n1CC1CCCO1 (stereo not drawn)	0	7	4	-1	18	5	4	-17	-18
CC(C(=O)Nc1ccccc1)N(c1cccc(Cl)c1)S(C)(=O)=O (stereo not drawn)	-6	-3	4	2	-15	2	0	-2	-29
C#CCn1c(=NC(=O)CSC(C)=O)sc2cc(F)ccc21	0	-2	-1	2	5	-1	7	-10	-15
NC(=O)C1CCN(CC(=O)c2c[nH]c3ccc(F)cc23)CC1	5	-21	3	0	-30	6	1	-7	-13[20 µM]
O=C(Nc1cc(S(=O)(=O)N2CCCCC2)ccc1O)c1ccccc1NS(=O)(=O)c1ccc(F)cc1	-2	-9	-12	-1	-10	-2	-2	8	-24
O=c1c(O[C@@H]2O[C@H](CO)[C@@H](O)[C@H](O)[C@H]2O)c(-c2ccc(O)c(O)c2)oc2cc(O)cc(O)c12	-1	-13	-21	16	20	3	.	-16	.
Cc1ccc(-c2nnn(CC(=O)N3CCC(C)CC3)n2)o1	1	-13	-9	0	-5	-4	-13	-15	-8[20 µM]
CC(=O)Nc1c2c(nn1-c1cccc(Cl)c1)CS(=O)C2 (stereo not drawn)	-8	-13	-9	2	4	-1	-5	-20	-19
Cc1ccc(N2CC3=C(C2=O)C(c2ccccc2)NC(=O)N3C)cc1 (stereo not drawn)	-1	6	-9	0	-93	5	-7	-5	-11[20 µM]
Oc1ccc(-c2nccc(-c3ccc(Cl)cc3)n2)cc1	0	-18	-13	-2	3	2	-6	4	-11
Cc1ccc(C(=O)Nc2cccnc2)cc1[N+](=O)[O-]	-4	1	0	-3	-12	1	-4	-4	-14
O=C(NCC1(c2ccccc2)CCCC1)C(=O)N1CCOCC1	-4	-3	-1	0	-14	-3	5	-10	-24[20 µM]
O=C(CCCN1C(=O)c2ccccc2C1=O)Nc1ccccc1C(=O)N1CCOCC1	-4	-6	-5	-4	12	9	3	-13	-21
Cc1nc(-c2ccc(Cl)cc2)sc1C(=O)O	2	-5	0	-2	-16	5	-6	5	-30
OC(CCN1CCC2(CC1)OCCO2)C(F)(F)F (stereo not drawn)	-1	2	-11	-2	-25	-2	-4	1	-22
COc1ccc(NC(=S)N(CCc2ccc(OC)c(OC)c2)Cc2ccccn2)cc1	1	-1	-8	3	-8	2	-3	-2	-20
Cn1cccc1/C=N/NC(=O)c1cc(-c2cccs2)nc2ccccc12	3	-14	-4	-4	-59	6	-25	8	-26
COc1cccc(NC(=O)COC(=O)Cc2ccc(Cl)cc2)c1	-6	-10	-2	-2	9	-1	-1	-7	-15
N=c1n(Cc2ccccc2)c2ccccc2n1CC(O)COc1ccccc1 (stereo not drawn)	3	-8	-5	1	29	-3	12	-6	-17
CCN(CC(=O)NCc1ccc(F)cc1)c1ccc(S(C)(=O)=O)cc1[N+](=O)[O-]	2	3	3	0	-26	0	-1	-1	-29
COc1ccc(CNC(=O)COc2ccc(S(=O)(=O)NC(C)C)cc2)cc1	9	-4	-5	0	-15	1	5	-5	-27[20 µM]
Cc1ccc(Cl)cc1NC(=O)CCN1C(=O)C2C3CCC(C3)C2C1=O (stereo not drawn)	-1	1	-7	-3	-7	1	-3	-16	-19
Cc1nc(N2CCCCC2)c(C#N)c(C)c1[N+](=O)[O-]	4	10	1	0	1	5	-4	9	-14
CCn1c(SCC(=O)Nc2nc(C)cs2)nnc1C(C)NC(=O)c1ccccc1 (stereo not drawn)	3	-3	-9	-1	19	2	2	7	-8[20 µM]
CCn1c(SCC(=O)Nc2sc3c(c2C#N)CCCC3)nnc1-c1ccco1	-5	-22	-15	-3	3	-9	-4	-16	-2[20 µM]
COc1ccccc1NS(=O)(=O)c1ccc(C)c(NC(=O)NCCCl)c1	0	3	-6	2	8	7	-13	-8	-4
CCOc1ccc(NC(=O)c2nsc(Cl)c2Cl)cc1	0	0	-8	0	-12	1	-4	1	-14
CCN(CC)C(=S)SCC(=O)Nc1ncc2c(n1)CCCC2=O	-2	-3	-11	-1	-16	-3	7	-13	-15
O=C(c1ccc2c(c1)OCO2)N1CCC2(CC1)Oc1ccc(F)cc1C(=O)C21CC(c2ccc(Cl)cc2)=NO1 (stereo not drawn)	0	-14	.	-2	-66	.	-20	-7	-21
O=C(O)c1cccc(NC(=O)C23CC4CC(C2)CC(n2cnc(Cl)n2)(C4)C3)c1	0	6	-3	0	10	-1	-5	-23	-12[20 µM]
CCN(CC)S(=O)(=O)c1cccc(NC(=O)COC(=O)C2CC3C=CC2C3)c1 (stereo not drawn)	-4	-11	-7	0	26	-2	1	4	-22
CCOc1cc(C(=O)Nc2ccc(N3CCOCC3)cc2)cc(Br)c1OC	-2	-10	-3	-5	19	-4	8	-8	-16
O=C(COc1ccccc1C(=O)O)Nc1ccc(SC(F)F)cc1	5	.	3	-20	23	0	0	-11	-11
Cc1cc(NC(=O)CCC(=O)N(C2CC2)C2(C(=O)NC3CCCC3)CCC(C)CC2)no1 (stereo not drawn)	-3	-2	-8	0	-6	-2	45	-24	-8
COc1cc(C)nc2nc(SCc3ccccc3)nn12	2	-6	-4	-2	-27	1	-1	0	-15[20 µM]
O=c1c2ccccc2sn1-c1nccs1	80*	104*	4	50*	21	-2	72*	-10	-10
Oc1ccccc1/C=N/Nc1nn[nH]n1	0	-19	0	1	0	6	-22	-4	-15
C=CCN=C(NC#N)SCCc1ccccc1	-4	-2	-8	-4	-1	3	4	-5	-15
Cc1ccc(-c2cc(C(F)F)nc(NCC3CCCO3)n2)cc1 (stereo not drawn)	-1	1	-4	-7	-129	0	-13	3	-25[20 µM]
(continued)
SMILES	Runt-SMMHC FRET	p47phox inh	RBBP9 inhibitor	Runt-CBFb FRET	m-calpain inh	p97 inhibitor	Tb hexokinase	EBV gp42 inh	Furin inh
COc1ccc(S(=O)(=O)Nc2nc3n(n2)C(c2ccc(Cl)cc2)CC(=O)N3)cc1 (stereo not drawn)	-2	-19	0	-1	0	3	0	-28	-14[20 µM]
O=S(=O)(NCC1CCCO1)c1cnc(Cl)c(Br)c1 (stereo not drawn)	-1	4	-8	0	5	-3	6	-6	-7
Cc1ccc(SC(C)C(=O)Nc2ccc(S(=O)(=O)N3CCOCC3)cc2)cc1 (stereo not drawn)	-1	9	-5	-4	10	-6	-9	-1	-25[20 µM]
Cc1ccc2nc(SCc3ccc([N+](=O)[O-])cc3)nc(C)c2c1	0	-1	-4	0	-3	4	-8	3	-22[20 µM]
CS(=O)(=O)N1CCC(C(=O)Nc2ccc(OCc3ccccc3)cc2)CC1	-3	-2	2	0	-39	-2	-1	-6	-6[20 µM]
O=C(Nc1nnc(-c2ccccn2)o1)c1cccc(Cl)c1	1	-2	-9	2	19	4	-20	-5	-16
COC(=O)c1ccc(OC)c(-c2c(OC)cc(OC)cc2OC)c1	0	-10	1	1	-10	2	-2	0	-29
O=C(CCN1C(=O)c2cccc3cccc(c23)C1=O)NC1CCS(=O)(=O)C1 (stereo not drawn)	-4	-3	4	2	4	12	-47	-15	-20
CN(C)C(=O)c1ccc(COc2ccccc2Br)o1	2	4	-9	1	33	-5	-2	0	-8[20 µM]
C=C(C)CNC(=O)CCc1nnc(Cc2cccc(C(F)(F)F)c2)o1	.	14	-4	.	5	5	-2	-2	-29

Record cards, from the list above.
O=C(CCN1C(=O)c2cccc3cccc(c23)C1=O)NC1CCS(=O)(=O)C1 (stereo not drawn) across the screens: Runt-SMMHC FRET = -4; p47phox inh = -3; RBBP9 inhibitor = 4; Runt-CBFb FRET = 2; m-calpain inh = 4; p97 inhibitor = 12; Tb hexokinase = -47; EBV gp42 inh = -15; Furin inh = -20
O=S(=O)(NCC1CCCO1)c1cnc(Cl)c(Br)c1 (stereo not drawn) across the screens: Runt-SMMHC FRET = -1; p47phox inh = 4; RBBP9 inhibitor = -8; Runt-CBFb FRET = 0; m-calpain inh = 5; p97 inhibitor = -3; Tb hexokinase = 6; EBV gp42 inh = -6; Furin inh = -7
O=C(Nc1nnc(-c2ccccn2)o1)c1cccc(Cl)c1 across the screens: Runt-SMMHC FRET = 1; p47phox inh = -2; RBBP9 inhibitor = -9; Runt-CBFb FRET = 2; m-calpain inh = 19; p97 inhibitor = 4; Tb hexokinase = -20; EBV gp42 inh = -5; Furin inh = -16

Later entries:
SMILES	Runt-SMMHC FRET	p47phox inh	RBBP9 inhibitor	Runt-CBFb FRET	m-calpain inh	p97 inhibitor	Tb hexokinase	EBV gp42 inh	Furin inh
O=C(Nc1ccccc1)OCCNC(=O)c1ccccc1	-8	-8	-5	2	21	-1	3	0	-9
NC(=O)c1ncn([C@@H]2O[C@H](CO)[C@@H](O)[C@H]2O)c1O	4	7	-1	-3	21	1	2	-1	-9
CN(C)CC(=O)Nc1cc(C(F)(F)F)ccc1Cl	-9	2	3	-1	7	2	0	-13	-14[20 µM]
Cc1cccc(C(=O)O/N=C(\N)Cc2ccc([N+](=O)[O-])cc2)c1	-4	-4	-6	-2	-6	-3	-3	5	-5[20 µM]
Cc1ccc(CC2CC(=O)N(CC(=O)O)C2=O)cc1 (stereo not drawn)	-2	2	2	-2	9	3	6	3	-19[20 µM]
CC(C)C(=O)NC(=S)Nc1ccc(S(=O)(=O)N2CCCC2)cc1	1	-28	-13	-1	7	1	26	-8	-8
CCOC(=O)N1CCN(c2cc(=O)n(-c3cccc(Br)c3)c(=O)[nH]2)CC1	2	-20	0	-1	-10	2	-5	-3	-13
CSc1ccc(C(=O)C2CCCN(C(=O)c3nn(C)c(=O)c4ccccc34)C2)cc1 (stereo not drawn)	0	-3	-3	0	-4	-1	-11	11	-20
Cc1nnc(SCc2cnc(-c3ccccc3)o2)[nH]c1=O	-4	-9	1	0	7	2	-4	-8	-22[20 µM]
Cn1c(Cn2cnc3ccccc32)nc2ccccc21	-2	-2	1	-1	19	7	-1	12	-16
Cc1ccc(N2CN(Cc3ccco3)CNC2=S)c(C)c1	-7	-2	-2	0	25	-1	33	-3	20
CCOc1ccc(NC(=O)CCC(=O)n2nc(C)cc2C)cc1	-4	-23	0	40	46	-2	6	-14	-13[20 µM]
CCOc1ccc(/C(O)=C2/C(=O)C(=O)N(c3ncccn3)C2c2ccc(Cl)cc2)cc1 (stereo not drawn)	-1	-3	-4	-3	-15	-2	-22	-4	-1
